RTF Ca sens act – cardiac RTF calcium sensitization | P19429+P45379 | IANBD-labeled TnC RTF fluorescence at EC20 calcium; 0% EC20 calcium, 100% full calcium | activation, % at 7.2 µM | actives 0.24% (n = 340,000);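 active = activation above the mean over all tested compounds plus 3 SD, cut at about 30% in these data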;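 note: rise in fluorescence read as greater calcium sensitivity of cardiac thin filaments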
CAL PDZ FP – inhibitors of human CAL PDZ peptide binding. actives 0.92% (n = 300,000). inhibition, % at 24.9 µM. purified CAL PDZ, TMR-peptide fluorescence polarization, 1 h. Q9HD26;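 active = mean inhibition of at least 30% with at least half of replicates also reaching 30%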;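 note: 0% = DMSO neutral control and 100% = excess unlabeled competitor peptide PRC23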
OPRM1-OPRD1 inv – inverse agonists of human mu-delta opioid receptor heterodimerization; actives 0.21% (n = 340,000); inhibition, % at 9.3 µM; AID 504357; cell-based MOR-DOR heterodimer luminescence, inverse agonism; in the data active = inhibition above about 22%, passing the limit was not always enough;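 note: 0% = cells with DMSO and 100% = wells without cells with DMSO; values of inactives mirror those of a sister screen read the other way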
V-ATPase pHluor – yeast V-ATPase proton transport regulation by pHLuorin; response, % at 10 µM; actives 0.37% (n = 350,000); AID 504577; S. cerevisiae, pHLuorin cytosolic pH fluorescence; in the data active = response mostly above about 7.3%, no sharp cut-off; inactive = mostly below about 5.4%; note: actives read high; inactives centre near 0; some compounds called inactive have numbers as strong as hits; reference of the scale not given here
Keap1 Nrf2 FP – inhibitors of human Keap1-Nrf2 protein-protein interaction; Q14145; Keap1 Kelch-Nrf2 peptide fluorescence polarization, 1536-well; inhibition, % at 9.4 µM; actives 0.15% (n = 340,000); AID 504523; in the data active = inhibition above about 12%;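 note: human Keap1 Kelch domain with fluorescein labeled Nrf2 9mer peptide probe; 0% = neutral control wells and 100% = peptide positive control; higher means more block of Keap1 binding to Nrf2 peptide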
Target sequence (Q14145 whole entry, looked up, the tested form may be a part): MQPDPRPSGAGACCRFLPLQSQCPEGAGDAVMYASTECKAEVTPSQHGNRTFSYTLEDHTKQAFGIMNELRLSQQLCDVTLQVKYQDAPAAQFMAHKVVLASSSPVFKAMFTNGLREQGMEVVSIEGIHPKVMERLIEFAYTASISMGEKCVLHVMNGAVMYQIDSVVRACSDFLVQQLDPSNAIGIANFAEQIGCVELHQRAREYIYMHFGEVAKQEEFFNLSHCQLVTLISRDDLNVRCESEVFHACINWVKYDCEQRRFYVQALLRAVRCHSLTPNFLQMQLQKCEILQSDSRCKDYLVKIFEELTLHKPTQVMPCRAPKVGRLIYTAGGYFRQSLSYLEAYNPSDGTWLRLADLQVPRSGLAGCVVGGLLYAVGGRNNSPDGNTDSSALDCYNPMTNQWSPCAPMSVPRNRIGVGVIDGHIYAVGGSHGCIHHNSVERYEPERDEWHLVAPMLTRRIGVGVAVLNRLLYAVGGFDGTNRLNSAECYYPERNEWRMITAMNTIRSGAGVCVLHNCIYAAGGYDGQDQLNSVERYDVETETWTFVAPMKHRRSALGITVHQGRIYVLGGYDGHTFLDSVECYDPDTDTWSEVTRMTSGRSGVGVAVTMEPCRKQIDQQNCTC
RTF Ca sens inh – cardiac RTF calcium desensitization; inhibition, % at 7.15 µM; actives 0.12% (n = 340,000); IANBD-labeled cardiac RTF, Ca2+ fluorescence;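 active = inhibition above the mean inhibition of all tested compounds plus 3 SD, cut at about 17% in these data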;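 note: assay run at fixed EC70 calcium of 1.6 mM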
MOR-DOR ag – agonists of human mu-delta opioid receptor heterodimerization; AID 504326; actives 0.3% (n = 340,000); activation, % at 9.3 µM; P35372+P41143; cells, OPRM1-OPRD1 heterodimerization, luminescence; in the data active = activation above about 18%;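 note: 0% = vehicle-treated cells and 100% = reference agonist; values of inactives mirror those of a sister screen read the other way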
HTR5A ag ctr – activates human HTR5A in OPRM1-OPRD1 agonist counter-screen; P47898; HTR5A agonist assay, luminescence, cell-based; activation, % at 9.3 µM; actives 0.61% (n = 340,000); in the data active = activation mostly above about 9.5%, no sharp cut-off; inactive = mostly below about 7.6%;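 note: 0% = cells with vehicle only and 100% = reference agonist; strong numbers were not always called active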
Target sequence (P47898 whole entry, looked up): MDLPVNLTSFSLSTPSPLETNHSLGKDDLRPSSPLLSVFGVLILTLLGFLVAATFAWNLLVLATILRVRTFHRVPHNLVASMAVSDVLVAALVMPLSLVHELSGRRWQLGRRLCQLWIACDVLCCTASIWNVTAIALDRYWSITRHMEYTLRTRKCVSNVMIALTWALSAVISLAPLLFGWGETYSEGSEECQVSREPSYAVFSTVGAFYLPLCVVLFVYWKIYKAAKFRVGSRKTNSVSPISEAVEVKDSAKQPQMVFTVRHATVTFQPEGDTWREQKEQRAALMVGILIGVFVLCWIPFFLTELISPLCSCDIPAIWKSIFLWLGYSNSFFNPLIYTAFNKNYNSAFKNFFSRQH
HTR5A inv ctr – counter-screen for OPRM1-OPRD1 inverse agonists: human HTR5A inverse agonism; AID 504634; P47898; inhibition, % at 9.3 µM; HTR5A cell line, luminescence; actives 0.083% (n = 340,000); in the data active = inhibition mostly above about 23%, no sharp cut-off; inactive = mostly below about 18%;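 note: 0% = cells with DMSO and 100% = no-cell wells with DMSO; some compounds called inactive have numbers as strong as hits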
C-LANA FP – blocks KSHV LANA C-terminal domain binding to DNA; MBP-C-LANA/FAM-LBS DNA binding, fluorescence polarization; actives 0.078% (n = 340,000); inhibition, % at 9 µM;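 active = highest replicate inhibition at or above 60% at 9 µM, even if other replicates fall short; inactive = all replicates below 60% inhibition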;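 note: 0% = neutral control wells and 100% = 4 µM acridine orange control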
Numbers without * were called inactive; · = not tested or not shown.

SMILES	RTF Ca sens act	CAL PDZ FP	OPRM1-OPRD1 inv	V-ATPase pHluor	Keap1 Nrf2 FP	RTF Ca sens inh	MOR-DOR ag	HTR5A ag ctr	HTR5A inv ctr	C-LANA FP
CCN(CC)C(=O)c1cc2cc([N+](=O)[O-])ccc2s1	-0.1	-1.7	-1.6	18.8*	0.8	-2.8	0.4	7.7	7.8	-1.1
Cc1ccc(NC(=O)c2nc[nH]c2C(=O)NCCCCCCNC(=O)c2[nH]cnc2C(=O)Nc2ccc(C)cc2)cc1	5.7	-5.4	20.8	-0.3	-1.8	-3.5	-3.7	3.8	21.3	2.4
Cc1ccc(CN2CCN(c3ccccc3)CC2)o1	-0.3	-2.5	-3.5	3.2	-3.8	-11.0	0.6	3.8	-5.5	1.9
COc1ccc(Cl)cc1NC(=O)CN(C)C(=O)c1cc2ccccc2cc1O	-12.8	-4.9	-18.4	-3.0	-4.5	-7.3	3.8	4.0	1.3	-1.1
COc1ccc(C(=O)OCC2CC(c3ccccc3)N(C)O2)cc1 (stereo not drawn)	-1.2	0.3	-7.2	0.2	-6.3	0.1	1.4	-5.9	18.3	-1.1
COc1cccc(CN(C)C(=O)c2ccc(N3CCCC3)c([N+](=O)[O-])c2)c1	-3.2	0.5	9.1	1.2	0.7	4.8	-1.8	-1.1	4.1	0.4
CC(=O)N1c2ccc(S(=O)(=O)N3CCC(C(=O)Nc4cc(C)ccn4)CC3)cc2CC1C (stereo not drawn)	-2.3	67.3*	9.5	-3.3	0.3	1.3	-1.8	7.5	2.8	-0.2
CCOC(=O)N1CCN(CC(O)COc2c(C)cc(C)cc2C)CC1 (stereo not drawn)	-0.2	-1.5	7.3	·	-2.4	4.6	-1.5	-2.3	9.0	-2.9
N#C/C(=C\c1cc([N+](=O)[O-])c(N2CCOCC2)cc1N1CCOCC1)c1nc2ccccc2[nH]1	-0.4	-0.3	5.8	3.2	1.3	-10.5	-1.1	1.1	-19.3	1.6
C/C(=N/OC(=O)c1ccc(F)cc1)c1ccc(C)cc1	-3.3	-5.0	-34.1	-0.1	-0.1	-3.8	5.7	1.3	2.1	0.3
Cc1ccc(SCC(=O)NNC(=O)CCS(=O)(=O)c2ccccc2)cc1	-8.6	·	7.9	-2.0	-3.1	-0.7	-1.5	3.0	-10.6	-1.6
Cc1cc(C)c2c(-n3cccc3)c(C(=O)NNS(=O)(=O)c3ccc(F)cc3)sc2n1	2.0	44.4*	21.1	-0.8	-0.2	-14.8	-3.5	0.0	-19.9	0.2
COC(=O)[C@H](C)NC(=O)Nc1cccc(Br)c1	2.3	-1.1	16.1	-2.1	-1.1	2.9	-3.0	-0.9	-18.5	0.8
CCN(CC)CCNc1ccc(CO)c2sc3ccccc3c(=O)c12	-3.9	0.5	4.9	-3.5	-7.3	-3.9	-0.9	-1.4	5.0	-6.3
Cc1nonc1OCCNCc1c(C(=O)N(C)C)nc2ccc(Cl)cn12	-1.7	-2.0	15.0	4.8	-1.1	-10.7	-2.6	-0.4	1.0	1.8
O=C(NCC1CC1)[C@@H]1C[C@H]1[C@@H](NP(=O)(c1ccccc1)c1ccccc1)c1ccccc1	-0.2	-5.3	18.3	-0.2	3.5	-12.4	-4.0	5.7	-11.1	1.1
O=C(c1ccco1)N1CCN(C23CC4CC(CC(C4)C2)C3)CC1	-2.2	-3.2	12.2	2.8	-0.3	-2.8	-2.4	4.5	20.4	1.7
CC1=Cc2ccccc2C(C#N)N1C(=O)c1ccccc1 (stereo not drawn)	1.3	0.6	1.5	0.1	-0.9	-0.7	-0.2	3.1	-8.4	0.9
CC1(C)Cc2c(c(-c3ccco3)nc3sc4c(NCCO)ncnc4c23)CO1	-7.5	9.4	4.4	-0.2	-3.3	0.9	-0.6	3.7	12.1	-0.5
C=CCn1c(N)cc(=O)nc1SCC(=O)Nc1ccc(C(=O)OC)cc1	-2.4	-0.9	12.1	0.2	-4.0	-2.7	-2.2	7.1	9.7	2.2

Whole records as entered above:
Cc1ccc(SCC(=O)NNC(=O)CCS(=O)(=O)c2ccccc2)cc1 reads RTF Ca sens act = -8.6; CAL PDZ FP = ·; OPRM1-OPRD1 inv = 7.9; V-ATPase pHluor = -2.0; Keap1 Nrf2 FP = -3.1; RTF Ca sens inh = -0.7; MOR-DOR ag = -1.5; HTR5A ag ctr = 3.0; HTR5A inv ctr = -10.6; C-LANA FP = -1.6
CCN(CC)CCNc1ccc(CO)c2sc3ccccc3c(=O)c12 reads RTF Ca sens act = -3.9; CAL PDZ FP = 0.5; OPRM1-OPRD1 inv = 4.9; V-ATPase pHluor = -3.5; Keap1 Nrf2 FP = -7.3; RTF Ca sens inh = -3.9; MOR-DOR ag = -0.9; HTR5A ag ctr = -1.4; HTR5A inv ctr = 5.0; C-LANA FP = -6.3

Later entries:
SMILES	RTF Ca sens act	CAL PDZ FP	OPRM1-OPRD1 inv	V-ATPase pHluor	Keap1 Nrf2 FP	RTF Ca sens inh	MOR-DOR ag	HTR5A ag ctr	HTR5A inv ctr	C-LANA FP
Cc1n[nH]c(C)c1CS(=O)(=O)c1ccccc1	1.7	-3.4	17.5	7.3*	-1.0	-3.0	-3.6	0.4	-13.0	1.0
C[C@]12CCC(=O)C=C1CC[C@@H]1[C@@H]2CC[C@@]2(C)[C@H]1CC[C@@]21CCC(=O)O1	0.8	0.6	1.8	0.0	3.8	-2.3	-0.4	-0.6	2.0	-1.1
CCC(=O)Nc1ccc(C(=O)NNC(=O)c2ccccc2)cc1	4.5	·	-2.8	2.9	-3.6	-4.0	0.6	2.9	-23.6	1.6
CC(=O)c1ccc(C(=O)N2CCCC(CO)(Cc3ccccc3C)C2)s1 (stereo not drawn)	-5.6	8.0	23.1	0.4	-0.3	-4.7	-4.5	4.8	-11.7	-0.8
Cc1nc2ccccc2n1S(=O)(=O)c1ccc(Br)cc1	-2.5	-4.2	16.0	-1.3	-7.6	-10.3	-2.7	-2.1	5.6	0.2
CCc1nn2c(=O)c(S(=O)(=O)Nc3ccccc3)c(C)nc2s1	-8.0	-2.7	7.3	-1.1	-5.0	10.1	-1.0	-4.4	5.9	0.6
Cc1ncc([N+](=O)[O-])n1Cc1ccc(Br)cc1	-0.5	-4.0	16.0	2.2	-0.6	-9.8	-2.3	-0.4	-0.5	0.4
CCC(C)NC(=O)Cc1cn(C)c2ccccc12 (stereo not drawn)	-3.6	-5.9	15.2	0.9	-2.4	-15.1	-2.4	11.7	0.9	-1.3
C=CCSC(=C(C#N)C#N)c1cc2c([nH]1)CCCC2	-15.7	-4.8	-21.6	6.0	-3.4	1.6	3.8	-3.2	-16.5	1.5
Cc1ccc2c(cnn2C(=O)CCCC(=O)NCc2ccc(F)cc2)c1	2.1	·	4.4	-3.6	-0.5	-3.1	-0.8	3.1	-9.4	-1.7
S=C1NCCc2ccc(Cl)cc2C1c1ccccc1 (stereo not drawn)	-3.2	·	-37.2	3.0	-0.4	-1.0	6.8	4.7	-16.6	1.2
N#CCC(N)=C(C#N)C#N	-1.1	-2.7	-3.4	5.2	-1.2	2.7	0.6	1.7	-6.1	6.5
Cc1onc(-c2ccccc2)c1C(=O)N1CCN(c2ncccc2C(F)(F)F)CC1	3.7	-5.4	12.2	1.3	-4.1	-2.3	-2.4	-5.1	12.3	-4.5
CC(=O)c1ccc(NC(=O)Nc2ccc(NS(=O)(=O)c3ccc(C)cc3)cc2)cc1	0.9	-5.4	-2.4	0.8	-2.4	-3.2	0.4	4.2	-11.5	-1.4
CN(C)CCCNS(=O)(=O)c1cc(Cl)ccc1Cl	-2.6	-2.8	13.0	2.2	-4.6	-1.5	-2.4	-0.5	12.1	1.4
CC(=O)NCCc1ccc(-c2csc(NC(=O)C3CC(=O)N(C4CCCC4)C3)n2)cc1 (stereo not drawn)	0.0	-8.3	-7.9	-1.6	4.6	-20.7	1.2	2.2	-4.3	-0.3
Cc1c(C(=O)N(C)Cc2cccc(F)c2)oc2c(Cl)cccc12	1.2	-8.0	-43.5	-1.5	-4.6	4.4	6.2	1.7	0.5	-0.7
CSc1ccccc1NC(=O)Nc1cccc(Cl)c1C	1.6	-6.3	1.1	1.5	-9.2	-7.5	-0.2	4.4	9.9	-0.6
COc1cc(C(=O)NCc2ccc(S(N)(=O)=O)cc2)ccc1OCC(=O)Nc1cccc(C(F)(F)F)c1	1.5	-2.7	-16.1	0.6	-1.2	-1.1	2.5	-4.5	-3.2	1.6
O=C(Nc1ccc(S(=O)(=O)N2CCOCC2)cc1)c1ccccc1Br	0.6	4.2	13.3	-0.9	-3.6	-0.7	-2.7	3.6	-13.6	1.5
Cc1ccn2cc(CNS(=O)(=O)c3ccc4c(c3)OCCO4)nc2c1	-0.6	-3.2	12.6	0.9	5.1	-5.8	-2.1	10.5	-18.0	1.4
Cc1cccc(C(=O)N=C2SC3CS(=O)(=O)CC3N2c2ccccc2)c1 (stereo not drawn)	-1.8	-4.2	9.3	-0.2	1.8	-5.2	-1.4	-3.5	9.1	-0.9
COc1cc2cc(CCCOC(=O)c3ccc(C#N)cc3)oc(=O)c2cc1OC	-0.2	0.1	9.9	-0.3	-5.2	-4.8	-1.8	-0.9	-26.1	0.9
COCCS(=O)(=O)N(Cc1ccc(Br)cc1)[C@@H](C)C(=O)OC	-1.9	0.3	14.9	0.3	-4.0	0.7	-3.0	-1.5	5.0	1.5
Cc1cc(Cl)ccc1N=C1N=C(N)c2ccccc21	3.5	-5.3	-15.9	4.7	-6.4	-4.0	2.6	-3.7	10.0	-0.4
Cc1cccc(N2CCN(C(=O)CCC(=O)N3CC(C)Oc4ccccc43)CC2)c1C (stereo not drawn)	-5.4	-0.6	-39.6	9.6	-2.1	-6.4	6.7	-3.2	2.7	-1.0
COCCC(=O)N1CCC(Oc2ccc(C(=O)NCc3cc(C)n(C)n3)cc2)CC1	-5.5	1.0	14.6	-4.5	2.5	-1.3	-2.7	-1.5	3.3	1.7
CC(C)(CO)NCc1ccccc1OCC(=O)Nc1ccccc1	2.3	-1.2	3.2	2.9	-6.0	4.1	-0.6	3.4	-28.4	0.6
COc1ccc(CN2CC(C(=O)NCC3CCCO3)CC2=O)cc1 (stereo not drawn)	-1.8	2.4	16.6	-3.0	0.1	-3.5	-3.0	1.6	-0.5	0.0
CCCCNCc1ccc(OCc2ccc(Cl)nc2)c(OC)c1	-2.4	·	-9.0	-0.3	1.8	-3.1	1.8	1.8	-2.7	2.0
c1ccc2c(c1)oc1c(Nc3ccc4c(c3)OCCO4)ncnc12	-0.2	2.0	-11.5	3.7	0.7	-6.7	2.1	-0.8	-18.4	0.1
CCCCN1C(=O)C(=O)N(CC(=O)Nc2ccc(C(N)=O)cc2)C1=O	-4.7	2.3	17.6	4.9	0.5	-6.8	-4.7	-1.0	10.6	-1.7
Cc1cc(C)n(-c2nc(SCC(=O)Nc3nccs3)c3c4c(sc3n2)COC(C)(C)C4)n1	1.9	·	9.6	7.9	0.0	-1.2	-2.3	5.6	-18.1	-1.8
CCc1nc2ccccc2c(C(=O)Oc2cccc3cccnc23)c1C	3.4	-0.3	-17.0	3.9	-1.7	-4.5	3.4	3.0	-9.3	0.4
CCN(C(=O)CN1C(=O)NC(c2ccccc2)(c2ccc(C)c(C)c2)C1=O)C1CCCCC1 (stereo not drawn)	-6.9	-1.4	-14.8	-2.7	0.0	-2.4	3.6	-3.5	8.5	-0.7
